Screening data deposited in PubChem by several laboratories.
MOR-DOR ag: OPRM1-OPRD1 heterodimerization agonism; cells, luminescence; activation, % at 9.3 µM; actives 0.3% (n = 340,000); in the data active means activation above about 18%;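 further: 0% = vehicle-treated cells and 100% = reference agonist; values of inactives mirror those of a sister screen read the other way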
PKA-R1A act: activates the PKA-R1A holoenzyme complex; P00514+P68181; PKA-R1A dissociation, Cy5-IP20 fluorescence polarization; scaled: DMSO 0%, 113 µM cGMP 100%; activation, % at 11.4 µM; actives 0.083% (n = 340,000); AID 504707;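 active means percent activation above the mean of all tested compounds plus 3 SD, cut at about 19% in these data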;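 further: higher means more PKAc released from R1A so a rise in polarization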
SUMO Mot1 rescue: SUMOylation pathway inhibition by Mot1-301 growth rescue; S. cerevisiae Mot1-301 growth rescue, ATP luminescence, 38.5C; percent above DMSO median, 100 means doubled; growth rescue, % at 18.8 µM; actives 1% (n = 320,000);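 active means every valid replicate shows activation above 250% relative to neutral control wells; inactive means the rest, any valid replicate at or below 250%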;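 further: OY570 slx delta 5 strain wells were the positive control but not used for scaling; some compounds called inactive have numbers as strong as hits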
phage Ecoli inh: E. coli growth loss with phage present; growth absorbance; inhibition, % at 11.9 µM; actives 0.26% (n = 360,000); in the data active means inhibition above about 11%
HTR5A inv ag: HTR5A inverse agonism, opioid heterodimer counter-screen. P47898. HTR5A cell line, luminescence. inhibition, % at 9.3 µM. actives 0.083% (n = 340,000); in the data active means inhibition mostly above about 23%, no sharp cut-off; inactive means mostly below about 18%;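 further: 0% = cells with DMSO and 100% = no-cell wells with DMSO; some compounds called inactive have numbers as strong as hits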
Target sequence (P47898 whole entry, looked up): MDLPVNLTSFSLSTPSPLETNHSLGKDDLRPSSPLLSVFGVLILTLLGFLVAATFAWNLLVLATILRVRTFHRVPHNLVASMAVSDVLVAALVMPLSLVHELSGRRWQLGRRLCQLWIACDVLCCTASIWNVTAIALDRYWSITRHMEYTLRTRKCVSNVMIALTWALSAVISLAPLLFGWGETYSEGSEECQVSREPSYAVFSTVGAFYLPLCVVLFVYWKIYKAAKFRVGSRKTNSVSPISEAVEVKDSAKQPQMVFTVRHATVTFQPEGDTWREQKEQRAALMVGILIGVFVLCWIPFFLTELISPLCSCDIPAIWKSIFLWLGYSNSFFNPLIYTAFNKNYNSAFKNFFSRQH
Tat transport: inhibitors of E. coli Tat protein transport; AID 488895; E. coli MC4100 TorA-mCherry Tat export, fluorescence; inhibition, % at 10 µM; actives 0.036% (n = 340,000);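 active means mean replicate inhibition at least 50% and at least half of replicates individually reaching 50%; inconclusive means only one of the two criteria met; inactive means neither criterion met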;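 further: exported cargo escapes ClpAP degradation while cytoplasmic cargo is degraded and loses fluorescence; 0% = median of neutral control wells and 100% = median of NaSCN control wells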
OPRM1-OPRD1 inv: inverse agonists of human mu-delta opioid receptor heterodimerization | P35372+P41143 | cell-based MOR-DOR heterodimer luminescence, inverse agonism | inhibition, % at 9.3 µM | actives 0.21% (n = 340,000) | AID 504357; in the data active means inhibition above about 22%, passing the limit was not always enough;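 further: 0% = cells with DMSO and 100% = wells without cells with DMSO; values of inactives mirror those of a sister screen read the other way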
PKA-R2B act: PKA-R2B complex activation; activation, % at 11.4 µM; P22694+P31323; actives 0.079% (n = 340,000); PKA-R2B holoenzyme dissociation, Cy5-IP20 fluorescence polarization; R2B truncated from residue 108, S112A mutant; 0% DMSO only, 100% 113 µM cGMP; AID 504700;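 active means activation above a cutoff set at the mean over all compounds plus 3 SD, cut at about 18% in these data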;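 further: higher means more holoenzyme dissociation and a rise in polarization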
Target sequence (P31323 whole entry, looked up, other chains not shown, the tested form may be a part): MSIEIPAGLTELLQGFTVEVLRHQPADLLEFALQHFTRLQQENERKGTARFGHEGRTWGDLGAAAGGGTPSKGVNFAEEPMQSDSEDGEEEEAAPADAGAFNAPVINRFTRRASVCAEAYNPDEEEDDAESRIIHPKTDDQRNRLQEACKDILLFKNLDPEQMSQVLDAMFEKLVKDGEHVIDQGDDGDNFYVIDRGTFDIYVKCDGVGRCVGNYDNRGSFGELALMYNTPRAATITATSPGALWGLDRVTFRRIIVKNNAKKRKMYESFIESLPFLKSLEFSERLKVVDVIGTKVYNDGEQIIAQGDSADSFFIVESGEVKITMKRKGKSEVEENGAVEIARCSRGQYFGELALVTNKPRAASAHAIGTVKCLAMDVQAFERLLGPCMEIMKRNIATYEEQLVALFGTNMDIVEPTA
AddAB inh: less growth of phage-infected E. coli with AddAB. inhibition, % at 11.9 µM. actives 0.29% (n = 330,000). E. coli expressing H. pylori AddAB, absorbance growth; in the data active means inhibition above about 12%;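 further: 0% = vehicle wells of infected cells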
E coli growth: reduces bacterial viability in AddAB counter-screen; actives 0.27% (n = 330,000); E. coli V3065 growth, OD600 absorbance, 18 h; AID 449728; inhibition, % at 11.9 µM;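 active means inhibition above the campaign's mean inhibition across all tested compounds plus 3 SD, cut at about 9.9% in these data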;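 further: uninfected addAB+ strain grown without phage in ampicillin broth; 0% = DMSO wells and 100% = ciprofloxacin 0.95 µg/ml wells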
PfHsp90 set2: inhibits growth of yeast expressing Plasmodium falciparum Hsp90; AID 504621; inhibition, % at 9.4 µM; S. cerevisiae expressing PfHsp90, BacTiter-Glo ATP, 48 h; yeast lacking PDR1 and PDR3 efflux regulators; actives 0.32% (n = 310,000);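 active means every replicate shows inhibition above about 80%, whatever the replicate mean, limit read from the data; inconclusive means mean inhibition reaches the set limit but some replicate falls short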;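 further: 0% = DMSO neutral controls and 100% = 20 µM radicicol positive controls; yeast relying on Plasmodium falciparum Hsp90 in place of its own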
Starred values were filed as active, the others as inactive; ? = inconclusive; · = no result given. Random draw from the library. Share with any hit: about 2.2%.

Order of results: HTR5A inv ag, SUMO Mot1 rescue, Tat transport, OPRM1-OPRD1 inv, E coli growth, AddAB inh, PfHsp90 set2, MOR-DOR ag, phage Ecoli inh, PKA-R1A act, PKA-R2B act
1	CCCc1nn2c(=O)cc(CSCC(=O)Nc3ccc(C)cc3)nc2s1
 : 7, -4, 13, 7, -1.1, -1.2, -12, -1.4, 0.4, -7, -3
2	NC(=O)[C@H]1CC2(CC(c3cccc(NC(=O)CC(c4ccccc4)c4ccccc4)c3)=NO2)CN1C(=O)c1ccccc1C(=O)c1ccccc1 (some centres undefined)
 : 17, -19, -12, 13, -4.5, -0.8, -13, -2.4, 3.5, -11, 1
3	Cc1[nH]c2ccc(C(=O)N3CCN(C)CC3)cc2c1C
 : 11, -1, -7, 12, 2.8, 2.6, -10, -2.5, 0.1, -11, -7
4	CN(CCO)c1cc(N(C)CCO)c([N+](=O)[O-])cc1[N+](=O)[O-]
 : -4, 25, -6, -1, 0.6, 3.3, -9, 0.3, 4.0, -6, 0
5	CCC1(c2ccccc2)NC(=O)N(CC(=O)Nc2cccc(S(=O)(=O)N3CCCCC3)c2)C1=O (centres undefined)
 : 12, ·, 14, 4, ·, ·, ·, -0.7, 3.0, -7, -4
6	COc1ccc(C(=O)CN2CCN(c3ccc(Cl)cc3)CC2)cc1OC
 : -10, 824, 0, 20, 0.2, 2.6, 2, -4.4, -0.1, -12, -2
7	N#Cc1ccc(C(=O)NNC(=O)c2cccc(S(=O)(=O)N3CCOCC3)c2)cc1
 : 9, 1, -2, 8, 0.9, -0.3, 18, -2.2, -0.4, 2, 4
8	O=C(Cn1c(/C=C/c2ccccc2)nc2ccccc21)Nc1ccc(F)cc1
 : ·, -17, -1, ·, 1.0, 3.5, ·, ·, 5.1, 12, -7
9	Cc1ccc(S(=O)(=O)NCc2ccco2)cc1C(N)=O
 : 0, 2, -3, 7, -1.3, 3.1, 0, -1.4, 3.2, -7, -1
10	Cc1ccc(S(=O)(=O)NCC2CCCO2)cc1 (centres undefined)
 : 5, 4, 4, 13, 1.1, 0.7, -20, -2.5, 0.1, 1, -3
11	CC(=O)Nc1cccc(OCC(=O)NS(=O)(=O)c2ccc(Cl)cc2)c1
 : 2, 7, -15, 8, -0.1, 2.2, 18, -1.9, 1.1, 4, 3
12	COc1ccc(-c2cc(C(F)(F)F)n3ncc(C(=O)N4CCCCC4c4cccnc4)c3n2)cc1 (centres undefined)
 : -3, 1, 6, 17, 0.2, 0.2, ·, -3.4, 2.0, -8, -11
13	OCC1(Cc2cccc(Cl)c2)CCCN(Cc2sc(N3CCCC3)nc2Cl)C1 (centres undefined)
 : 3, 191, 4, -18, 4.8, 1.3, -8, 3.5, -0.3, -7, -4
14	CS(=O)(=O)Nc1ccc(C(=O)Nc2cccc([N+](=O)[O-])c2)cc1
 : 7, 4, 19, 15, 1.2, 1.9, -12, -2.7, 3.5, -3, -1
15	CNC(=O)CN1C(=O)CSc2nc(C)cc(C)c21
 : -15, 11, -15, 6, 3.9, 2.6, -7, -1.2, 0.6, 6, -4
16	CSc1nc(-c2ccc(C)cc2)nc(N)c1C#N
 : 25, 5, -4, -31, 2.5, 8.0, -14, 6.1, 2.7, -9, -3
17	CCc1ccc(-n2c(SCc3c(C)noc3C)nnc2-c2ccncc2)cc1
 : 7, 0, 0, 10, 3.6, 3.8, ·, -2.1, 0.1, 4, -8
18	NNC(=O)c1csc(-c2ccc(C(F)(F)F)cc2Cl)n1
 : -12, -22, 2, 2, -1.5, 3.2, 6, -0.4, -0.4, -1, 6
19	COc1cccc(-c2nc(CS(=O)(=O)CC(=O)NC3CCCCC3C)c(C)o2)c1 (centres undefined)
 : -1, -1, -2, 7, -1.0, 2.1, -5, -1.4, -0.1, 12, 9
20	N#CCSc1nnc(COc2ccc3ccccc3c2)o1
 : -37, -10, -6, 3, -0.6, 1.1, ·, -0.5, 4.0, -14, 3
21	O=C(OCC(=O)N1CCCC1=O)c1cc(S(=O)(=O)N2CCOCC2)ccc1F
 : -4, -41, -3, 3, -0.9, 1.7, -16, -0.5, 1.2, -8, 10
22	O=C(COC(=O)C1CCC1)Nc1cc(S(=O)(=O)N2CCCCC2)ccc1Cl
 : 2, 20, 8, 3, 1.6, 0.0, ·, -0.6, 6.1, -3, -9
23	COc1ccc(C(=O)N2CCCC(CNC(=O)c3ccc(F)cc3)C2)cc1OC (centres undefined)
 : -18, ·, -12, 19, 0.2, 2.4, 5, -3.6, 1.4, -13, -7
24	C/C(=N\S(=O)(=O)c1ccc(C)cc1)N1CCN(S(=O)(=O)c2ccccc2)C1
 : -8, -5, -11, 8, -2.6, 2.1, 6, -1.5, 3.1, -5, 0
25	C[n+]1cccc2c(Br)ccc([O-])c21
 : -22, -16, 2, -45, -3.8, 0.8, -6, 8.8, 2.2, -9, -4
26	O=S(=O)(Nc1ccc(-n2cnnn2)cc1)c1cccc(F)c1
 : 5, ·, -4, 7, ·, ·, ·, -1.0, 4.0, -5, -1
27	CCc1cccc(OCCCCNCCO)c1
 : -3, ·, -4, 10, -1.9, 0.0, 1, -1.7, 0.8, -9, -16
28	CC(C)C(=O)Nc1nc2ccc(S(C)(=O)=O)cc2s1
 : 20, 5, -1, 25, -2.3, 0.6, 8, -5.4, 4.2, 8, 1
29	CCCc1cc(=O)[nH]c(SCC(=O)Nc2ccc(Br)cc2)n1
 : -4, 199, 1, 7, 2.8, 3.5, -8, -1.5, 2.0, -4, -15
30	COc1ccc(CNc2nc3nc(C)c(Cl)c(=O)n3[nH]2)cc1
 : -19, 0, -10, 10, 0.1, 1.8, 8, -1.8, 0.3, 15, -1
31	O=C(CSc1nnc2scc(-c3ccc(Cl)cc3)n12)NCc1ccc2c(c1)OCO2
 : -17, 20, 1, 7, 0.8, 1.4, ·, -1.1, ·, -10, -2
32	CC1(C)Cc2c(cnn2-c2ccc(F)cc2)C(NC(=O)C2=NNC(=O)CC2)C1 (centres undefined)
 : -4, -10, -5, 4, -2.7, 0.5, -4, -0.8, 1.9, 9, 3
33	COC(=O)c1ccc(Oc2nc(NC(C)C)nc(SC)n2)cc1
 : 9, 397, 6, 6, -1.6, 1.2, -11, -1.4, 3.2, 5, 6
34	c1ccc(CCC2CCCCN2Cc2cn[nH]c2-c2cc3ccccc3o2)nc1 (centres undefined)
 : -10, 3, -3, 4, 1.0, -0.3, 24, -0.9, 0.8, 4, -2
35	O=c1[nH]ncc(N/N=C\c2ccncc2)c1Cl
 : -16, 22, 3, 6, -4.2, 4.4, 20, -1.0, 1.9, 7, 1
36	O=C(NCc1ccccc1Cl)C1CC(=O)N(Cc2ccccc2)C1 (centres undefined)
 : -7, 0, -14, 1, 2.0, 2.0, 6, -0.2, 2.0, 4, -1
37	CCn1nc(C)cc1C(=O)N1CCCC(Nc2ccc(C(C)C)cc2)C1 (centres undefined)
 : 6, ·, 1, 10, ·, ·, -5, -1.9, -2.4, -3, -3
38	Cc1nonc1OCCNc1ccc([N+](=O)[O-])cc1
 : 14, ·, 2, 15, 0.6, -1.4, 9, -2.9, 3.5, -2, -9
39	CCOC(=O)C1=C(CS(=O)(=O)c2ccc(C)cc2)NC(=O)NC1c1cc(OC)c(O)c(OC)c1 (centres undefined)
 : 10, 22, 3, 17, -1.2, 2.5, -1, -3.2, 0.4, 8, 3
40	CC(=O)N1CCN(c2ccc(NCc3ccc(-c4ccc(Br)cc4)o3)cc2)CC1
 : -12, 48, 2, -12, -0.1, 4.2, 3, 2.2, 1.9, -6, -13
41	Cc1cc(C)c2[nH]c(=O)c(C(c3nnnn3C(C)(C)C)N(Cc3ccco3)CC3CCCO3)cc2c1 (centres undefined)
 : 28, 4, -3, 14, -2.0, 0.4, 14, -2.6, 1.7, 0, -1
42	O=C(Nc1ncc([N+](=O)[O-])s1)C1CC(=O)N(c2ccc(F)cc2)C1 (centres undefined)
 : 12, 55, -6, 15, -2.8, 4.0, 13, -2.8, 1.0, 4, 2
43	CC(C)c1ccc(NC(=O)C2CCCCN2S(=O)(=O)c2ccccc2)cc1 (centres undefined)
 : -12, ·, 7, -8, -1.0, 1.1, -14, 2.1, -2.8, -10, -3
44	Cc1nn(CC(=O)Nc2c(F)cc(F)cc2Br)c(=O)c2cccn12
 : 3, 1, -10, 9, -1.9, 4.7, -28, -1.7, 1.3, 2, -1
45	COC1CCN(Cc2cn(Cc3ccccc3)nc2-c2cc3ccccc3o2)CC1
 : -2, -11, 1, -4, 3.3, 3.1, -14, 0.8, 1.4, 4, -4
46	CC(NC(=O)c1cccnc1)C(c1cccs1)N1CCOCC1 (centres undefined)
 : 4, -3, -4, 5, -1.9, -0.8, 8, -0.8, -1.8, -1, 1
47	CN(Cc1nc2ccc(F)cc2[nH]1)C(=O)C1CCC(=O)N(C2CC2)C1 (centres undefined)
 : 6, -9, 6, 10, 1.4, 0.6, -30, -3.1, 2.3, 0, -4
48	COc1ccc2oc(C(=O)OC(C)C(=O)NCc3ccccc3)c(C)c2c1 (centres undefined)
 : -28, -7, 2, 15, 1.0, -0.7, ·, -2.9, -2.2, -5, 3
49	CCCn1c(-c2ccccc2)cc(SC)c(C#N)c1=O
 : 0, -18, 1, 10, -0.4, -0.3, -10, -1.9, 1.1, 3, -7
50	Cc1c(CCOC(=O)c2cc([N+](=O)[O-])cc([N+](=O)[O-])c2)sc[n+]1CC(=O)c1ccccc1
 : -18, -27, 3, -25, -2.0, -2.5, -22, 4.9, -1.6, 7, 2
51	Cn1ncc(Cl)c1C(=O)NCc1ccc(Cl)cc1
 : -9, -6, ?, -6, 0.2, 0.9, -12, 1.0, 3.2, -4, -6
52	Cc1cc(C(=O)N/N=C(\CCC(=O)O)c2cccs2)c2ccccc2n1
 : 14, -10, 2, 17, -1.5, -0.2, ·, -3.5, -0.4, -2, -12
53	COc1cc(Cl)c(C)cc1NC(=O)COC(=O)c1cc(SC)ccc1Cl
 : 7, -24, 0, 13, -0.9, 5.1, -29, -2.7, 2.1, 4, 3
